# TDP1 inh: blocks human tyrosyl-DNA phosphodiesterase 1 | Q9NUW8 | recombinant TDP1, AlphaScreen DNA substrate cleavage | Potency, µM (highest dose often 130 µM), without a hit: at the highest dose activity change, negative = inhibition, usual class: inhibitors | hit rate 0.28% among 350,000 | AID 485290; active = well fitted inhibition curve with a large enough effect; inconclusive = small, poorly fitted or top-dose-only effect; inactive = no such curve, though single readings can be large or run the other way; also: nearly all actives have a fitted effect of over 40% in size
# Target sequence (Q9NUW8 whole entry, looked up): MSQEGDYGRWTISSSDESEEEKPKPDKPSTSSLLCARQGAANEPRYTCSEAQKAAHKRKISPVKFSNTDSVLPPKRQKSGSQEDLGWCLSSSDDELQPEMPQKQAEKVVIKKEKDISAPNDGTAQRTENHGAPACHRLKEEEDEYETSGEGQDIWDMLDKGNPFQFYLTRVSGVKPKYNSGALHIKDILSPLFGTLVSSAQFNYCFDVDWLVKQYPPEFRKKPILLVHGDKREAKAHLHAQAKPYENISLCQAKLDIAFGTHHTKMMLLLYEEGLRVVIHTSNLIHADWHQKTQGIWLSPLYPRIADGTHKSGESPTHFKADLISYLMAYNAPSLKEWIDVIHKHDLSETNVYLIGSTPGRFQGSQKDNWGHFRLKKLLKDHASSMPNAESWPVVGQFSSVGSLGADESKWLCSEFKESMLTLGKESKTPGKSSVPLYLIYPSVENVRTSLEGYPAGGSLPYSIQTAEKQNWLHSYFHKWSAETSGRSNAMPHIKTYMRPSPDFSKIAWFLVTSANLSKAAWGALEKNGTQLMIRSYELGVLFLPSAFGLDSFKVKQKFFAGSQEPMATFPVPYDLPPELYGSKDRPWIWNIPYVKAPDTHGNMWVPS
#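 Recombinant human Tdp1 (E. coli-expressed, 1 nM final) preincubated with compounds 15 min at room temperature, then 5'-biotin/3'-phosphotyrosine-FITC DNA substrate (15 nM final) added for 5 min. AlphaScreen beads (10 ug/ml final) added 10 min; cleavage lowers signal.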
# Numbers without * were called inactive; ? = inconclusive; & = joins results of further samples; [ ] = remark or other dose. % is scaled to controls: 0 for no effect and ±100 for the full control effect; potency is read from the fitted curve at half-maximal effect. Some of the compounds tested. The share of hits here may be higher or lower than overall.
# The first 3 records, ahead of the listing:
TDP1 inh,smiles
2.1%,CCCC[C@@H]1C[C@H]1C(NC(=O)c1cccs1)c1ccccc1C(F)(F)F (some centres undefined)
0.3%,COc1ccc(-c2ccc(F)cc2)cc1C1C2C=CCC(C)C2C(=O)N1Cc1ccccc1 (centres undefined)
7.9%[21 µM],C=CCC1(c2ccccc2)Oc2ccc(C)cc2-c2nc3cc(Cl)c(Cl)cc3nc21 (centres undefined)

# The listing, previewed entries included:
TDP1 inh,smiles
2.1%,CCCC[C@@H]1C[C@H]1C(NC(=O)c1cccs1)c1ccccc1C(F)(F)F (some centres undefined)
0.3%,COc1ccc(-c2ccc(F)cc2)cc1C1C2C=CCC(C)C2C(=O)N1Cc1ccccc1 (centres undefined)
7.9%[21 µM],C=CCC1(c2ccccc2)Oc2ccc(C)cc2-c2nc3cc(Cl)c(Cl)cc3nc21 (centres undefined)
16.4%[12.3 µM],CC#CCN1c2ccccc2[C@]23C[C@@H](C(=O)OC)N(S(=O)(=O)c4ccc(C(F)(F)F)cc4)C2=NC(C(=O)OC)=C(C(=O)OC)[C@H]13
1.0%,CCOC(=O)/C=C/c1cc(F)c(S(=O)(=O)N2CCN(S(=O)(=O)c3ccc4c(c3)OCCO4)CC2)cc1F
21.5%,CN(C)c1ccc(-c2ccc(C3C4C=CCCC4(C)C(=O)N3Cc3ccccc3)c(F)c2)cc1 (centres undefined)
6.9%,COCCNC(=O)[C@H](C)[C@@H]1C[C@@]1(C)[C@@H](NC(=O)OCc1ccccc1)c1ccccc1
2.1%,C/C=C1\COC(C(=O)NC)(C(F)(F)F)C=C1C=C1CCCCC1 (centres undefined)
6.9%,CC(C)C[C@@H](CC(=O)N[C@H](CC(=O)N[C@@H]1CCCC[C@H]1C(=O)N[C@H](CC(=O)N[C@@H](CCC(=O)O)CC(=O)O)CC(C)C)C(C)C)NC(=O)[C@@H]1CNCC[C@H]1N
0.5%[21 µM],CCCCCCCC1=CC2=CC(=O)C(C)(O)C(=O)C2=CN1CCCC (centres undefined)
5.0%,O=S1(=O)C2CC3C=CC2(CN1Cc1ccccc1)O3 (centres undefined)
2.7%,COCCNC(=O)[C@@]1(Cc2ccccc2)C=C[C@@H](C)N1C(=O)OC
10.1%[21 µM],CC(C)=CCC/C(C)=C/CO/N=C1/C[C@@H](O)[C@@H](O)[C@@H]2[C@@H]3C(=O)N(C4CCCCC4)C(=O)[C@H]3CC[C@H]12
2.6%[21 µM],C[C@@H]1CC[C@H]2C(=O)O[C@H](CN=[N+]=[N-])CN2[C@@H]1c1ccc(Br)cc1
0.2%[12.3 µM],CCOC(=O)CCCNC(=O)N1CCc2nc(COc3ccccc3)c3c(c2C1)CO[C@@H](C)C3
3.8%,C=C1CCN(C(CC(C)C)C(=O)NCc2ccc(Cl)c(Cl)c2)S(=O)(=O)c2ccccc21 (centres undefined)
4.8%[21 µM],CO/N=C\c1ccc(C(=O)N2[C@H](c3ccc(C)cc3)[C@@H](C)CC[C@H]2C(=O)OC)cc1
8.0%[56.1 µM],CCCC1O[C@@H]2C[C@H]3[C@@H]4CCC5=CC(=O)C=C[C@]5(C)C4[C@@H](O)C[C@]3(C)[C@]2(C(=O)CO)O1 (some centres undefined)
1.5%,CC1CC=CC2C1C(=O)N(Cc1ccccc1)C2c1ccc2ccccc2c1 (centres undefined)
0.9%,COc1ccc(NC(=O)C(OC(=O)CNC(=O)c2ccccc2)c2ccccc2)cc1F (centres undefined)
0.5%[21 µM],CC(=O)OC[C@@H]1O[C@@H](O/N=C2/C[C@@H](O)[C@@H](O)[C@@H]3[C@@H]4C(=O)N([C@@H](C)c5ccccc5)C(=O)[C@H]4CC[C@H]23)[C@H](OC(C)=O)[C@H](OC(C)=O)[C@@H]1OC(C)=O
2.6%[21 µM],COC(=O)NC(CC(C)=O)c1ccc(Cl)cc1 (centres undefined)
8.1%,COC(=O)C1=C(C)[C@@H](O)[C@@H](C)[C@](C)(c2cc(OC)c(C)c(OC)c2COc2ccccc2)O1
5.8%[21 µM],O=C1[C@@H]2[C@H]3[C@H](O)[C@H](O)C/C(=N/OCc4ccccc4)[C@H]3CC[C@H]2C(=O)N1c1ccc(F)cc1F
4.8%[21 µM],C=CC[C@@H]1C=C[C@@H](O/N=C\C[C@@H]2C=C[C@H](OC(C)=O)[C@H](COC(C)=O)O2)[C@@H](CO)O1

# Additional entries follow:
TDP1 inh,smiles
-14.1%,COc1ccc(-n2nc(C(=O)O)c3csc(N)c3c2=O)cc1
3.7%[21 µM],COC(=O)C/C=C\[C@H](C)[C@@H](OC)c1ccccc1Br
17.6%[12.3 µM],C[C@H]1Cc2c(-c3ccccc3)nc3c(c2CO1)CN(C(=O)NCc1ccco1)CC3
9.3%,COC(=O)c1ccc(C(/C=C/[C@@H](C)C(=O)NCc2cc(C)n(C)n2)NC(=O)OCc2ccccc2)cc1 (some centres undefined)
6.9%[21 µM],CO[C@@H]1COC(=O)CC=C[C@@H](C)[C@@H]2C=C[C@@H](O)[C@@H](COC(=O)C/C=C\[C@H]1C)O2
4.4%,O=C(NCc1ccccn1)[C@]1(C(F)(F)F)C[C@H](CCc2ccccc2)CCCO1
18.9%,CC1=C(/C=C/C(C)=C/C=C/C(C)=C/C=O)C(C)(C)CCC1
2.0%,Cc1c(P(=S)(c2ccccc2)c2ccccc2)[n+]2ccccc2n1CCCc1ccccc1
-0.5%[21 µM],CCC(=O)[C@]12O[C@@]3(C4C(=O)OCCC41)N(CC)C(C)=C(C(=O)OC)C(c1ccccc1)N3C2=O (some centres undefined)
-2.1%,C=C1CCN(C(CC(C)C)C(=O)NCc2ccc(Cl)cc2)S(=O)(=O)c2ccccc21 (centres undefined)
5.0%,CC(C)(C)OC(=O)N1CC23CC(c4ccc(F)cc4)C(CC2S1(=O)=O)O3 (centres undefined)
5.7%,CCc1cccc2nc3c(c([Si](CC)(CC)CC)c12)Cn1c-3cccc1=O
5.6%,COC(=O)C1=C(C)[C@H](O)[C@@H](C)[C@](C)(c2cc(OC)c(C)c(OC)c2COc2ccccc2)O1
-1.4%,C/C=C(/C)C#N
7.9%,COC(=O)C1=C[C@@H](C(=O)OC)C2C3=C(C(=O)[C@]2(CC(C)C)NC(=O)c2ccccc2)[C@H](C)n2c(=O)n(C)c(=O)n2[C@@H]3C1 (some centres undefined)
4.4%,CCC/C=C1\CCCOC(C(=O)NCc2ccccc2)(C(F)(F)F)C1 (centres undefined)
2.1%,COC(=O)[C@@H]1C[C@@]2(O)[C@@H](O)[C@@H](O)[C@@H](O)C[C@H]2N1CC1CC1
5.6%,CC(=O)OCC(NC(=O)C1CCCN1C(=O)OC(C)(C)C)C1OC(n2ccc(=O)[nH]c2=O)C(OC(C)=O)C1OC(C)=O (centres undefined)
1.3%,Cn1c2cc(S(C)=O)sc2c2cnn(Cc3ccccc3F)c(=O)c21 (centres undefined)
3.3%,O=S1(=O)N=C(Oc2ccccc2Br)c2ccccc21
13.8%,N#Cc1nc(NCC2CC2)nc(Nc2ccccc2)n1
-7.8%,CC(C)(C)OC(=O)Cc1nnc(C(C(=O)OCc2ccccc2)c2ccccc2)o1 (centres undefined)
6.8%,COc1ccc(-n2cnc3c(c2=N)C(c2cccc(OC)c2)c2c(ccc4ccccc24)O3)cc1 (centres undefined)
0.5%[21 µM],Cc1ccc2nc3nc4ccc[nH]c4cc3c2c1
5.8%[21 µM],C=CC[C@@H]1C=C[C@H](O/N=C\[C@@H](C)[C@H](OCc2ccccc2)C(C)C)[C@H](CO)O1

# New compounds follow.
TDP1 inh,smiles
14.7%,COC(=O)[C@@]1(Cc2ccc(OC)cc2)[C@H]2c3cc(C(=O)N(C)C)n(C)c3C[C@H]2CN1C(=O)c1ccccc1
6.2%,CCCC[C@@H]1CCCO[C@@](C(=O)NCCOC)(C(F)(F)F)C1
-2.1%,CC1CC=CC2C1C(=O)N(Cc1ccccc1)C2c1ccc(F)c(/C=C/c2ccccc2)c1 (centres undefined)
0.0%,O=S(=O)(c1ccc(Cl)cc1)N1CCN(c2nc(-c3cccc(Br)c3)nc3ccccc23)CC1
7.9%,Cc1ccc(SCC(c2ccccc2)N2CCN(C)CCC2=O)cc1 (centres undefined)
2.6%,CCc1c2c(nc3ccc4c(c13)OCCO4)-c1nc3ccccc3c(=O)n1C2
7.6%,Cc1ccc([N+](=O)[O-])c(N)c1
3.7%[21 µM],C=CCOC(=O)C(C(C)=O)C(NC(=O)OC)c1cccs1 (centres undefined)
8.7%,CCCCNC(=O)C(c1ccc(OCC(=O)OC)c(C(=O)OC)c1)N(CCc1ccccn1)C(=O)CCCCCN1C(=O)NC(c2ccc(-c3ccccc3)cc2)C(C(=O)OCc2ccccc2)=C1C (centres undefined)
7.5%,COc1ccc(-c2nc(-c3ccccc3)oc2NC(C)C)cc1
7.9%[21 µM],CCN1C(=O)[C@H]2[C@H]3[C@H](O)[C@H](O)C/C(=N/OC[C@@H](O)COCc4ccco4)[C@H]3CC[C@@H]2C1=O
13.2%,O=[N+]([O-])c1cccc(CN2C(COCc3ccccc3)CCC=CS2(=O)=O)c1 (centres undefined)
3.7%[21 µM],CC(=O)OC[C@H]1O[C@@H](O/N=C(\C)CCN2CCCCc3nc(C)c(C)cc32)[C@H](OC(C)=O)[C@@H](OC(C)=O)[C@H]1OC(C)=O
8.0%[56.1 µM],CCNC(=O)[C@H]1O[C@@H](n2cnc3c(N)nc(NCCc4ccc(CCC(=O)O)cc4)nc32)[C@H](O)[C@H]1O
0.5%[21 µM],Cc1ccc(S(=O)(=O)N[C@H]2COC(=O)[C@@H](C)COC(=O)C/C=C\[C@H]2C)cc1
6.2%,CC/C=C\C/C=C\C/C=C\C/C=C\C/C=C\C/C=C\CCC(=O)NCCO
-4.5%,Cc1ccc(NS(=O)(=O)c2cccc(Cl)c2)cc1C
15.5%,O=C=Nc1ccc(Cl)c(Cl)c1
?,COC(=O)c1ccc(C#CC(NP(=O)(c2ccccc2)c2ccccc2)c2ccccc2)cc1 (centres undefined)
7.1%[12.3 µM],Cc1noc(C)c1S(=O)(=O)N1CCc2nc(COc3ccccc3)c3c(c2C1)CO[C@@H](C)C3
7.1%[56.1 µM],Nc1nc2c(nc(Br)n2C2O[C@H]3COP(=O)(O)O[C@@H]3C2O)c(=O)[nH]1 (some centres undefined)
9.0%[21 µM],CCCNC(=O)OC[C@@H]1O[C@H](CCO/N=C(\C)CCN2CCc3nc(CC)c(CC)cc3C2)C=C[C@@H]1Oc1ccc(OC)cc1
1.9%,C=CCC(C)(O)C(=O)OCC (centres undefined)
0.2%,O=C1c2ccccc2C(=O)N1c1ncccc1O
10.1%[21 µM],COC(=O)NC(/C(C(=O)OC)=C(\C)NCc1ccccc1)c1ccc2ccccc2c1 (centres undefined)

# (continued)
TDP1 inh,smiles
4.8%[21 µM],CO[C@H]1COC(=O)[C@@H](Cc2ccccc2)NC(=O)[C@@H](C)COC(=O)CCC[C@@H]1C
6.3%,COC(=O)[C@@]1(C)C=C[C@@H](Cc2ccccc2)N1C(=O)c1ccccc1
6.9%,COC(=O)[C@@]1(Cc2ccccc2)[C@H]2c3cc(C(=O)N4CCCC4)[nH]c3C[C@H]2CN1C(=O)c1ccccc1
-0.5%[21 µM],CO[C@@H]1COC(=O)C/C=C\[C@@H](C)COC(=O)[C@H](Cc2ccccc2)NC(=O)C/C=C\[C@H]1C
8.3%[12.3 µM],CCCCC1=CC2=CC(=O)C(C)(OC(=O)CC)C(=O)C2=CN1CCCN(CC)CC (centres undefined)
6.9%[21 µM],COC(=O)C/C=C\[C@@H](C)[C@@H](/C=N\O[C@@H](C)c1cn([C@H]2COC[C@H]2O)nn1)OC
-0.5%,CC(C)(C)OC(=O)NCc1nnc(-c2cc3ccccc3[nH]2)s1
8.7%,COc1cccc([C@@H]2Oc3ccc(Br)cc3C(=O)[C@H]2OC(=O)N[C@H](C)C2CCCCC2)c1
11.1%,COC(=O)[C@@]1(Cc2ccccc2)[C@H]2c3cc(C(=O)N4CCCC4)n(Cc4ccccn4)c3C[C@H]2CN1C(=O)c1ccccc1
2.6%[21 µM],CO[C@@H]1/C=C\CC(=O)N[C@@H](C)C(=O)OC[C@@H](OC)[C@H](C)CCCC(=O)OC[C@H]1C
5.8%[21 µM],CCOC(=O)N/N=C1/C[C@@H](O)[C@@H](O)[C@@H]2[C@@H]3C(=O)N(CC)C(=O)[C@H]3CC[C@H]12
11.5%,COc1cccc(-c2nnc3n2N=C(c2ccccc2OC)CS3)c1
-0.1%,COc1ccc(C2Nc3ccccc3C(=O)N2Cc2ccccc2)cc1COc1ccc(C#N)cc1 (centres undefined)
-5.0%,CC(C)[C@@H](CC(=O)N[C@@H]1CCNC[C@H]1C(=O)N[C@H](CC(=O)N[C@@H](CCC(=O)O)CC(=O)O)Cc1ccccc1)NC(=O)C[C@H](Cc1ccccc1)NC(=O)[C@@H]1CNCC[C@H]1N
2.5%&9.3%,COC(=O)[C@H]1O[C@@H](c2cc(OC)c(C)c(OC)c2OCc2ccccc2)[C@H](C)[C@H]2O[C@@]12C
10.1%[21 µM],C[C@H]1/C=C\CC(=O)OC[C@H](C)C(=O)N2CCC[C@@H]2C(=O)OC1
9.0%[56.1 µM],CC(N)=NCCCC(N)C(=O)O (centres undefined)
19.7%,CCCCCc1cc(=O)oc2c(C(CCN3CCCC3)c3ccc4c(c3)OCO4)c(OC)cc(OC)c12 (centres undefined)
6.3%,C[C@H](NC(=O)[C@@H]1C[C@H]1[C@@H](NC(=O)OCc1ccccc1)c1ccccc1)c1ccccc1

# 4 compounds from above, arranged by the value under TDP1 inh, rising.
TDP1 inh,smiles
-5.0%,CC(C)[C@@H](CC(=O)N[C@@H]1CCNC[C@H]1C(=O)N[C@H](CC(=O)N[C@@H](CCC(=O)O)CC(=O)O)Cc1ccccc1)NC(=O)C[C@H](Cc1ccccc1)NC(=O)[C@@H]1CNCC[C@H]1N
-0.5%,CC(C)(C)OC(=O)NCc1nnc(-c2cc3ccccc3[nH]2)s1
11.1%,COC(=O)[C@@]1(Cc2ccccc2)[C@H]2c3cc(C(=O)N4CCCC4)n(Cc4ccccn4)c3C[C@H]2CN1C(=O)c1ccccc1
11.5%,COc1cccc(-c2nnc3n2N=C(c2ccccc2OC)CS3)c1
